HCMV inh: inhibitors of human cytomegalovirus; activity change, negative = inhibition, % at 57.5 µM; HFF cells, HCMV-luciferase reporter, 72 h; active compounds read low; 410,000 compounds, 4.5% hits; in the data active = activity change below about -60%; inconclusive = no clear call, values can overlap the other calls; inactive = above about -39%
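Two-dose cell screen: HFF monolayers treated with compounds and infected with luciferase-expressing HCMV at 1 PFU/cell, 72 h at 37C, then lysed for luciferase measurement.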
AMA1-RON2 inh: disrupts binding of P. falciparum AMA1 to RON2; AlphaScreen AMA1-biotinylated RON2 peptide binding; Potency, µM (series often up to 58.2 µM), for inactives: at the highest dose activity change, negative = inhibition, hits mostly inhibitors; 360,000 compounds, 0.2% hits; AID 720542;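 also: potency is read from the fitted curve at half-maximal effect; 0% = vehicle wells and -100% = peptide control; nearly all actives have a fitted effect of over 45% in size; some results filed as inactive show a strong effect at the top dose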
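AMA1 (3D7) with his tag at 25 nM final met compounds first, then biotinylated RON2 peptide at 25 nM; detection used donor plus acceptor beads, 10 µg/mL apiece, read by AlphaScreen after 30 min at room temperature.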
AmpC detergent: inhibitors of E. coli AmpC beta-lactamase with detergent | P00811 | AmpC hydrolysis of nitrocefin, absorbance 480 nm, 0.01% Triton | Potency, µM (doses to about 114 µM), for the others: at the highest dose activity change, negative = inhibition, actives largely listed as inhibitors | 370,000 compounds, 0.041% hits;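 also: potency is read from the fitted curve at half-maximal effect; 0% = no-compound wells and -100% = no-enzyme wells; nearly all actives have a fitted effect of over 25% in size; some results filed as inactive show a strong effect at the top dose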
Target sequence (P00811 whole entry, looked up): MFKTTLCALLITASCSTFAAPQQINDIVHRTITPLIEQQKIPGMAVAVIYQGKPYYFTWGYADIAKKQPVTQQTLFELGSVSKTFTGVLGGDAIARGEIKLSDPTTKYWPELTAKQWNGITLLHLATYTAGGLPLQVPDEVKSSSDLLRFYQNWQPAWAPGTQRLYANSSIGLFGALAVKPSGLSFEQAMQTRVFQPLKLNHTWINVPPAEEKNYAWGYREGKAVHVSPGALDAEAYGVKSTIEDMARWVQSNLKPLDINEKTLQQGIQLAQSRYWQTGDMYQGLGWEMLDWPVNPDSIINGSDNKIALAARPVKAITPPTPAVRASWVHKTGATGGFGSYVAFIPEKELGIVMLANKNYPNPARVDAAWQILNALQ
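AmpC (5.3 nM in the dispensed reagent) in 20 mM phosphate pH 7.0 with 0.01% (detergent screen) or 0.0001% Triton X-100 was preincubated with compounds for 15 min at room temperature. Nitrocefin was then added from an 800 uM solution, and hydrolysis was followed at 480 nm.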
LmPK inh: blocks Leishmania mexicana pyruvate kinase activity; purified LmPK, Kinase-Glo ATP luminescence, 1 h; 290,000 compounds, 0.37% hits; Potency, µM (series often up to 57.5 µM), without a hit: at the highest dose activity change, negative = inhibition, usual class: inhibitors; also: potency is read from the fitted curve at half-maximal effect
Target sequence (Q27686 whole entry, looked up): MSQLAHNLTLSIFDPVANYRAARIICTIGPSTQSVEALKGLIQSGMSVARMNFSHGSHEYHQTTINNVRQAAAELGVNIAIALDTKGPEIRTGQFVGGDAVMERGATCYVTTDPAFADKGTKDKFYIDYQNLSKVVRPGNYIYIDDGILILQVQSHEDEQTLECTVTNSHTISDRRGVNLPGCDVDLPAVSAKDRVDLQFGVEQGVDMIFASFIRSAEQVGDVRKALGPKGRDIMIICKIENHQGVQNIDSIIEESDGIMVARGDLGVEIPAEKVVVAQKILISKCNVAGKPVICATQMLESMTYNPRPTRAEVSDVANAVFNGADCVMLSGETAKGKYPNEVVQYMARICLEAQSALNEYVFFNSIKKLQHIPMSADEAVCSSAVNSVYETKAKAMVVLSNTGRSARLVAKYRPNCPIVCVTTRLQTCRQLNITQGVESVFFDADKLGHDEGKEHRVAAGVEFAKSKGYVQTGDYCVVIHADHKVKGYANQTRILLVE
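Purified LmPK (0.1 nM) converted ADP (0.1 mM) to ATP with PEP (0.5 mM) in imidazole buffer pH 7.2 with KCl and MgCl2, 1 h at room temperature. ATP was read by Kinase-Glo luminescence; data normalized to uninhibited and no-enzyme controls.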
AmpC inh no detg: blocks E. coli AmpC beta-lactamase in detergent-free assay. AID 485341. AmpC nitrocefin hydrolysis, absorbance 480 nm, 0.0001% Triton. 330,000 compounds, 0.52% hits. P00811. Potency, µM (titrated, usually from 57.1 µM), for the others: at the top dose activity change, negative = inhibition, actives largely listed as inhibitors;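 also: potency is read from the fitted curve at half-maximal effect; plate controls were no compound for no effect and no enzyme for full effect; nearly all actives have a fitted effect of over 20% in size; some results filed as inactive show a strong effect at the top dose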
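20 mM phosphate pH 7.0 + 0.01% (detergent screen) or 0.0001% Triton X-100; 5.3 nM AmpC reagent; cpd preinc 15 min RT; nitrocefin (800 uM stock) to start; A480 q20 s × 4 min; Activity was normalised to no-enzyme and no-compound control wells.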
Tb PYK inh: inhibitors of Trypanosoma brucei pyruvate kinase; Q57TT1; TbPYK enzyme, Kinase-Glo Plus ATP luminescence, 45 min; Potency, µM (series often up to 76.8 µM), for inactives: top-dose activity, negative = inhibition, hits mostly inhibitors; 410,000 compounds, 0.12% hits; also: potency is read from the fitted curve at half-maximal effect; nearly all actives have a fitted effect of over 50% in size
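Luminescence from Kinase-Glo Plus, added after a 45-minute room-temperature reaction, served as the end-point read-out. The enzyme and substrate were preincubated with compound before ADP (130 uM final) initiated turnover. Concentration-effect curves came from normalized qHTS data.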
HCV inhibitor: blocks hepatitis C virus. Huh7.5.1 HCVcc-Cre infection, luciferase reporter, 44 h. Potency, µM (top dose mostly 41.8 µM), for inactives: at the highest dose activity change, negative = inhibition, most hits filed as inhibitors. 340,000 compounds, 3.4% hits. AID 651820; also: potency is read from the fitted curve at half-maximal effect
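Luciferase read-out (15 sec integration) after a 15 min room-temperature substrate step quantifies HCVcc-Cre infection. Cells, 1,000 per well, had compound added 4 h post-plating, then virus at ~0.5 moi, and were cultured 44 h.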
The depositor's hits bear a star; ? = inconclusive; · = no result given; & = joins results of further samples; [ ] = another dose, or the depositor's remark. Unless noted, calls follow the shape of the dose curve; as a rule, active = well fitted curve in the direction sought with a large enough effect; inconclusive = small, poorly fitted or top-dose-only effect, or another doubt; inactive = no such curve, though single readings can be large; an effect the other way counts as inactive or inconclusive. Unless noted, % is scaled to controls: 0 for no effect and ±100 for the full control effect. Outcome played no part in choosing rows; overall some 7.5% were active at least once.

SMILES	HCMV inh	AMA1-RON2 inh	AmpC detergent	LmPK inh	AmpC inh no detg	Tb PYK inh	HCV inhibitor
Cc1cc2nc(SCC(=O)Nc3ccccc3C(=O)O)[nH]c2cc1C	59	-2%	3%	1%	-27%	3%	9%
COc1ccc2nc(SCC(=O)Nc3ccc4c(c3)CCC4)[nH]c2c1	-14	-17%	-6%	-4%	-43%	2%	-11%
O=C(CCC1CCCC1)NCCCN1CCOCC1	-23	-3%	-3%	0%	-6%	-6%	?
O=C(COc1cccc(Cl)c1)NCc1ccccc1	-21	17%	-13%	0%	1%	2%	14%
OC1(c2cccc(F)c2)CCN(Cc2ccncc2)CC1	11	-13%	-12%	1%	-10%	3%	7%
C=CCNC(=S)Nc1ccc(F)cc1F	?	24%	-6%	-6%	-9%	7%	3%
COc1ccccc1N1CCN(C(=O)C(=O)N/N=C/c2ccccc2F)CC1	44	-21%	-7%	-3%	-9%	-12%	42%[activator]
CC(C)Cn1c(-c2ccc(C#N)cc2)nc2c1c(=O)[nH]c(=O)n2CC(C)C	0	0%	2%	0%	6%	-6%	4%
CCS(=O)(=O)N1CCN(C(=O)c2cccc3ccccc23)CC1	52	1%	-12%	22%	2%	-5%	17%
O=C(Nc1ccc(N2CCOCC2)cc1)C1=NN(c2ccccc2)C(=O)CC1	28	?	-4%	·	19%	-18%	-3%
COc1ccc(NC(=O)c2cc(F)cc(F)c2)cc1Cl	48	16%	-5%	-1%	-15%	6%	?
O=[N+]([O-])c1cnc2ccc3ccccc3c2c1	-96*	?	-16%	2%	-20%	-12%	?
CS(=O)(=O)N(CCc1ccccc1)CC(=O)NCc1ccc2c(c1)OCO2	64	0%	3%	0%	·	0%	4%
COc1ccc(Br)cc1C1SCC(=O)Nc2c1c(C)nn2-c1ccccc1C (stereo not drawn)	-24	·	10%	·	·	0%	·
O=C(CSc1nnc(-c2cccs2)n1-c1ccccc1)N1CCOCC1	-25	-11%	-13%	-4%	-3%	2%	15%
O=C1/C(=C/c2coc3ccc(O)cc3c2=O)SC(=S)N1c1ccccc1	18	-4%	-6%	-3%	-33%	-9%	2%
Nn1c(SCC(=O)Nc2ccc(N3CCOCC3)cc2)nnc1-c1cccc(F)c1	29	12%	0%	·	-14%	-16%	21%
Cc1noc(C)c1NC(=O)N(C)C[C@H]1Oc2c(NC(=O)NC(C)C)cccc2C(=O)N([C@H](C)CO)C[C@@H]1C	6	-1%	·	·	-20%	-4%	5%
O=C(Nc1cc(Oc2ccc(Cl)cc2)cc([N+](=O)[O-])c1)c1ccco1	-3	-24%	-4%	3%	-36%	-3%	10µM*
CCC1CCCCN1C(=O)CSc1nc2c(c(=O)n(C)c(=O)n2C)n1C (stereo not drawn)	-5	-14%	4%	-1%	-8%	-7%	?
CCCCNc1c(-c2cc3ccccc3o2)nc2nc(C)cc(C)n12	-26	-9%	·	·	·	2%	·
CCOC(=O)c1cc2c(C(F)(F)F)cc(-c3ccccc3)nc2o1	-16	-3%	?	0%	-34%	-24%	?
COc1ccc(OCC(=O)N2CCCC(CO)(CCOc3ccccc3)C2)cc1 (stereo not drawn)	-11	-10%	0%	8%	79%[activator]	-1%	?
O=C1NC(=O)C2(CCc3ccccc32)N1 (stereo not drawn)	0	4%	-12%	-2%	-16%	-7%	18%
COc1ccc(C2=NO[C@@](CC(=O)O)(C(=O)Nc3ccc4c(c3)OCCO4)C2)cc1	·	-16%	4%	0%	-20%	-5%	10%
O=C(O)c1ccc(Nc2nc(-c3cccnc3)cs2)cc1	-11	-6%	-2%	1%	-10%	-12%	25%
CCc1nnc(SCCSc2nnc(CC)n2N)n1N	3	-4%	0%	0%	-2%	-9%	-17%
COc1ccc(-c2onc(C)c2C)cc1S(=O)(=O)N1CCC(C)CC1	-79*	·	1%	·	·	-6%	·
Cc1ccc(S(=O)(=O)/C(C#N)=C/c2c[nH]c3ccccc23)cc1	73	-10%	-4%	2%	18µM*	1%	27%
CCc1ccc(NC(=O)CN(C)S(=O)(=O)c2ccc3c(c2)c(=O)n(C)c(=O)n3C)cc1	-15	·	?	·	·	-2%	·

Filtered by structure, those above containing a COOH group.
SMILES	HCMV inh	AMA1-RON2 inh	AmpC detergent	LmPK inh	AmpC inh no detg	Tb PYK inh	HCV inhibitor
Cc1cc2nc(SCC(=O)Nc3ccccc3C(=O)O)[nH]c2cc1C	59	-2%	3%	1%	-27%	3%	9%
COc1ccc(C2=NO[C@@](CC(=O)O)(C(=O)Nc3ccc4c(c3)OCCO4)C2)cc1	·	-16%	4%	0%	-20%	-5%	10%
O=C(O)c1ccc(Nc2nc(-c3cccnc3)cs2)cc1	-11	-6%	-2%	1%	-10%	-12%	25%

(continued)
SMILES	HCMV inh	AMA1-RON2 inh	AmpC detergent	LmPK inh	AmpC inh no detg	Tb PYK inh	HCV inhibitor
COc1ccc(CNCc2c(C(=O)O)n(Cc3ccc(F)cc3)c3cc(C)ccc23)cc1OC	-68*	·	-1%	·	·	5%	·
O=C(NCCc1nc2ccccc2n1CCCOc1ccc(Cl)cc1)C1CCCCC1	45	·	14%	·	·	1%	·
Cc1sc2ncn(-n3c(C)ccc3C)c(=O)c2c1C	-31	-2%	-17%	2%	-10%	-2%	-4%
C=CCN(CC=C)S(=O)(=O)c1ccc(C(=O)Nc2nc3c(s2)CCc2ccccc2-3)cc1	-86*	15%	-4%	1%	8.9µM*	-8%	?
Cc1cccc(OC2CCN(Cc3nc(CC4CC4)no3)CC2)c1	65	0%	4%	2%	91%[activator]	1%	5%
CCN(Cc1ccncc1)C(=O)CCc1ccccc1	9	-2%	-5%	0%	1%	-2%	-17%
CCCc1cc(=O)oc2cc(OCC(=O)N3CCN(Cc4ccc5c(c4)OCO5)CC3)ccc12	-21	-1%	1%	-15%	187%[activator]	-1%	?
COc1cc(NC(=O)COC(=O)CO/N=C(\C)c2ccc3c(c2)OCO3)cc(OC)c1OC	-26	-13%	10%	·	17%	-1%	-11%
COc1cccc(CN2CCNC(=O)C2CC(=O)N(C)Cc2cnccn2)c1OC (stereo not drawn)	-21	20%	9%	6%	-6%	3%	-16%
COC(=O)CN(c1ccc2c(c1)OCO2)S(C)(=O)=O	-12	16%	-12%	-6%	-10%	-8%	-5%
CCCCNC(=O)c1cn(-c2ccc(OCC)cc2)c(=O)c2cc(OC)c(OC)cc12	-20	-2%	-13%	1%	36%	-5%	-13%
C=Cn1cc(CNC[C@H]2O[C@@H](n3cc(C)c(=O)[nH]c3=O)C[C@@H]2O)c(C)n1	-5	6%	·	·	·	3%	·
COC(=O)C1=C(c2c(C)noc2C)C[C@@H]2CC[C@H]1N2C(=O)NCCOc1ccccc1	-18	1%	-1%	·	6%	0%	15%
CN(C)c1cc(-c2ccccc2)nc(-c2ccccc2)n1	-20	6%	?	4%	-12%	0%	-16%
Cc1ccc2nc(CSc3nnc(Cc4cccs4)n3C3CCCCC3)cc(=O)n2c1	-13	-2%	?	0%	50%	-3%	-4%
CCOC(=O)C1CCCN(C(=O)c2cc(-c3ccc(C)cc3)nc3ccccc23)C1 (stereo not drawn)	63	-1%	-10%	0%	136%[activator]	3%	-20%
Nc1nc(NCc2ccco2)nc(N2CCCCCC2)c1[N+](=O)[O-]	?	?	-4%	0%	-33%	0%	?
Cc1ccc(S(=O)(=O)Cn2nnnc2C(CC(C)C)N2CCN(c3ccc(F)cc3)CC2)cc1 (stereo not drawn)	9	-12%	-6%	0%	-25%	4%	13%&33%
OCc1nc2ccccc2n1CCOc1ccccc1	0	31%[activator]	·	·	·	1%	19%
Cc1ccc(Cl)cc1NC(=S)N1CCC(c2ccccc2)C1 (stereo not drawn)	?	1%	-3%	1%	-17%	-2%	1%
Cc1ccc(S(=O)(=O)N2CCCCC2)cc1NC(=O)CSc1nnc(C2CC2)n1C	-10	-4%	·	·	-11%	-1%	-19%
Nc1nc(COC(=O)C2CCN(C(=O)c3ccc(Cl)cc3)CC2)nc(Nc2ccccc2)n1	1	18%	?	·	27%	-5%	1%
O=C(c1ccc(Cl)c(F)c1F)N1CCCC1	5	-5%	-14%	0%	0%	-6%	17%
CCCC12CN3CC(CCC)(CN(C1)C3c1ccc(OCc3ccccc3)cc1)C2=O (stereo not drawn)	4	·	24%	·	·	-8%	·
CC(C)CCn1c(NCCN(C)C)nc2c1c(=O)[nH]c(=O)n2C	34	-7%	-5%	-1%	-10%	-9%	7%
CCn1cc(C(=O)NCCCOC)c(=O)c2cc(S(=O)(=O)N3CCC(C)CC3)ccc21	-39	-3%	-8%	4%	133%[activator]	-3%	-7%
COC(=O)COc1ccc(S(=O)(=O)N2CCOCC2)cc1C	16	5%	?	-3%	-7%	-4%	7%
Cc1c(-c2ccccc2)oc2c(C(=O)OCC(=O)Nc3cccc(F)c3)cccc2c1=O	22	0%	4%	2%	-40%	1%	4%
COc1ccccc1CNC(=O)c1cc2sccc2n1C	-25	-4%	1%	0%	-24%	0%	-17%
COc1ccc2nc(NC(=O)c3c(C)noc3C)sc2c1	0	4%	-4%	·	-18%	-6%	?
N=c1c2c3c(sc2nc2n1CCCCC2)CCCC3	35	-8%	-5%	-1%	-17%	-12%	-7%
CCOc1cc(/C=C2\C(=O)NN(c3ccccc3)C2=O)cc([N+](=O)[O-])c1O	-28	-8%	0%	14%	-44%	-29%	-2%
O=C1NC[C@H](CCCCN2CCN(CCC3CCCCC3)C(=O)C2=O)N(CCc2ccc(O)cc2)C1=O	5	-1%	·	·	·	-3%	·
CCn1c2ccccc2c2cc(NS(=O)(=O)c3ccccc3C)ccc21	35	-16%	4%	0%	-30%	5%	?
CC1CC(C)(C)CC2(C1)NC(=O)N(CC(=O)OCC(=O)Nc1cc(S(=O)(=O)N3CCCCC3)ccc1Cl)C2=O (stereo not drawn)	-11	-8%	·	·	·	-5%	1%
C=CCOc1ccc(/C=C2\C(=N)N3N=C(S(=O)(=O)CC)SC3=NC2=O)cc1OC	0	7%	?	0%	-42%	-10%	10%
CCCNC(=S)N1CCN(C(c2ccccc2)c2ccccc2)CC1	-35	-6%[11.6 µM]	-7%	0%	-47%	-3%	-13%

High-throughput results from PubChem BioAssay.
